Screening results deposited in PubChem BioAssay by National Center for Advancing Translational Sciences (NCATS).
KB-V1 MDR tox = kills drug-selected multidrug resistant KB-V1 cells; KB-V1 MDR cells viability, CellTiter-Glo, 72 h; hit rate 3.4% among 400,000; Potency, µM (series often up to 46.1 µM), inactives show at the top dose activity change, negative = cytotoxicity, actives largely listed as cytotoxic; also: % is scaled to controls: 0 for no effect and ±100 for the full control effect; nearly all actives have a fitted effect of over 60% in size
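Compound-treated KB-V1 multidrug-resistant cells, 72 h, 37 degrees C; viability by CellTiter-Glo. Fitted qHTS curves give the values.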
KB-3-1 cytotox = KB-3-1 parental cell cytotoxicity; hit rate 1.4% among 400,000; Potency, µM (series often up to 46.1 µM), inactives show at the top dose activity change, negative = cytotoxic, usual class: cytotoxic; AID 1347075; KB-3-1 viability, CellTiter-Glo ATP luminescence, 72 h; also: % is scaled to controls: 0 for no effect and ±100 for the full control effect; nearly all actives have a fitted effect of over 60% in size
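Cells are dispensed, compounds pinned in, plates held at 37 °C for 72 h, then CellTiter-Glo is added and luminescence read after 10 minutes. Cell line: parental KB-3-1 in phenol-red-free DMEM, 10% FBS.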
HT1080NT lethal = kills 2HG-producing HT-1080-NT fibrosarcoma cells. HT-1080-NT fibrosarcoma viability, CellTiter-Glo ATP luminescence, 48 h. Potency, µM (titrated, usually from 46.1 µM), for the others: at the top dose activity, negative = less viability, most hits filed as cytotoxic. hit rate 1.6% among 360,000;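 also: NT is the 2HG producing partner of a matched IDH1 knockdown line; 0% = DMSO-treated cells and -100% = media-only wells without cells; nearly all actives have a fitted effect of over 55% in size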
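A 48-hour cytotoxicity screen used HT-1080-NT cells plated 2 hours before compound delivery. ATP-based CellTiter-Glo luminescence measured viability, normalized to DMSO and no-cell controls.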
HT1080 IDH1KD tx = HT-1080 IDH1 knockdown cell toxicity (counter line); HT-1080 IDH1 knockdown viability, ATP luminescence, 48 h; Potency, µM (titrated, usually from 46.1 µM), for the others: top-dose activity, negative = toxicity, hits mostly cytotoxic; hit rate 2% among 360,000; AID 686971;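 also: 0% = DMSO wells and -100% = cell-free medium wells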
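Cytotoxicity counter-line: IDH1KD HT-1080, 48 h, CellTiter-Glo. Curves classed by r2, magnitude and activity.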
HEK293 tox = cytotoxicity counter-screen for GLP-1 receptor inverse agonists; Potency, µM (top dose mostly 38.3 µM), for inactives: at the top dose activity change, negative = inhibition, hits mostly inhibitors; HEK293 cAMP-luciferase reporter cells, luminescence, 24 h; hit rate 0.13% among 410,000;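 also: loss of luciferase light is scored as toxicity; % is scaled to controls: 0 for no effect and ±100 for the full control effect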
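Here, cytotoxicity is scored as loss of luminescence. The MLSMR collection was tested on cells seeded in medium containing 10% Nu serum, with a 24 hr compound exposure preceded by 12 hours of culture.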
TDP-43 yeast inh = inhibitors of TDP-43 toxicity in yeast; TDP-43 expressing yeast growth rescue, BacTiter-Glo, 24 h; Potency, µM (series often up to 46.1 µM), without a hit: at the highest dose growth rescue (activation), hits mostly activators; hit rate 1.8% among 410,000; AID 652104; also: % of control where 0% means no effect; nearly all actives have a fitted effect of over 50% in size
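Galactose-induced TDP-43 yeast, OD600=0.02, compound pinned; 24 hr, 30 deg C; BacTiter-Glo luminescence for growth. Inhibitors of TDP-43 toxicity read as activators.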
SW480 rerep = induces DNA re-replication in SW480 colon adenocarcinoma cells; SW480 DNA re-replication, Hoechst DNA content imaging, 48 h; hit rate 1.8% among 340,000; Potency, µM (series often up to 46.1 µM), inactives show at the highest dose re-replication activation, hits mostly activators; also: % of control where 0% means no effect; nearly all actives have a fitted effect of over 55% in size
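Hoechst fluorescence of nuclei (405 nm excitation, 500-530 nm emission) measured by plate-scanning imager after 48 hr compound exposure at 37 C; re-replication scored as increased number of nuclei with elevated intensity.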
GLP1R ag = activates the human GLP-1 receptor | hit rate 0.007% among 380,000 | HEK293 GLP-1R CRE-luciferase, luminescence, 4-6 h; cells express a hypersensitive GLP-1R form | Potency, µM (doses to about 45.6 µM), for inactives: at the top dose activation, usual class: activators; also: % of control where 0% means no effect
Target sequence (P43220 whole entry, looked up): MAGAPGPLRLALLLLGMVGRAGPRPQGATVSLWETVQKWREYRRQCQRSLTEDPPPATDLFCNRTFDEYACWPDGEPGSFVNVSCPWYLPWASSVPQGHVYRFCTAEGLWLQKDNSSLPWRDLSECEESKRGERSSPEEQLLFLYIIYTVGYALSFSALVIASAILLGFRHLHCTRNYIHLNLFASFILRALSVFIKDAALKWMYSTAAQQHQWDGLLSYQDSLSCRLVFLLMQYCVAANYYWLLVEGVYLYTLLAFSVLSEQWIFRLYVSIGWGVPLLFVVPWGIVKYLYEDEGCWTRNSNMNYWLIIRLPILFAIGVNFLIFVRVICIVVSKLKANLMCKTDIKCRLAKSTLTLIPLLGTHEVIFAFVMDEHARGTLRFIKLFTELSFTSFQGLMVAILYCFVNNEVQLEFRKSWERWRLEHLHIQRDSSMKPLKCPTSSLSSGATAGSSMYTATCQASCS
GLP-1R inv ag = inverse agonists of human GLP-1 receptor; P43220; hit rate 1.6% among 410,000; HEK293 GLP-1R CRE-luciferase, luminescence, 24 h; GLP-1R form is constitutively active; AID 624417; Potency, µM (highest dose often 38.3 µM), for inactives: at the top dose activity change, negative = inhibition, actives largely listed as inhibitors; also: % is scaled to controls: 0 for no effect and ±100 for the full control effect; nearly all actives have a fitted effect of over 55% in size
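Assay principle: reduced luminescence from a cAMP-responsive reporter in HEK293 cells co-expressing a constitutively active GLP-1R. Conditions: 24 hr compound incubation, 37 deg C, 5% CO2.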
Numbers without * were called inactive; ? = inconclusive; nt = no result given; [ ] = dose if it differs, or a comment. Calls follow the shape of the dose curve; as a rule, active = well fitted curve in the direction sought with a large enough effect; inconclusive = small, poorly fitted or top-dose-only effect, or another doubt; inactive = no such curve, though single readings can be large; an effect the other way counts as inactive or inconclusive. Potency is read from the fitted curve at half-maximal effect.

SMILES	KB-V1 MDR tox	KB-3-1 cytotox	HT1080NT lethal	HT1080 IDH1KD tx	HEK293 tox	TDP-43 yeast inh	SW480 rerep	GLP1R ag	GLP-1R inv ag
OC[C@@H](O)[C@@H](O[C@@H]1O[C@H](CO)[C@H](O)[C@H](O)[C@H]1O)[C@H](O)[C@@H](O)CO	4%	0%	7%	11%	-4%	2%	-14%	-5%	13%
O=C(COC(=O)CNS(=O)(=O)/C=C/c1ccccc1)NC1CCS(=O)(=O)C1 (stereo not given)	23%	8%	17%	2%	-18%	12%	-3%	5%	4%
Cc1nnc(SCC(=O)NC23CC4CC(CC(C4)C2)C3)n(N)c1=O	0%	0%	0%	-2%	11%	-2%	-17%	-1%	37%[activator]
O=C(CC1Sc2ccccc2NC1=O)NCc1ccc(Cl)cc1 (stereo not given)	-8%	13%	-29%	?	-2%	-7%	1%	2%	-3%
OCCN(CC#CC(O)(c1ccccc1)C1CCCCC1)CCO (stereo not given)	?	?	-4%	-3%	-4%	10%	-74%[inhibitor]	0%	-29%
CCCCOCCCNC(=O)C[C@@H]1C[C@@]2(C(=O)OC)CC(C)(C)CC=C2N(CCc2ccc(OC)c(OC)c2)C1=O	?	-4%	-22%	-9%	-11%	8%	nt	nt	-25%
CCCn1c(N)c(N(CCOC)C(=O)c2cc(-c3ccco3)nc3ccccc23)c(=O)[nH]c1=O	?	15%	7%	0%	-7%	-8%	4%	-4%	2%
CCOCCCNC(=S)Nc1cc(OCC)c(NC(=O)c2ccco2)cc1OCC	-16%	-1%	15%	3%	11%	-11%	-2%	9%	11%
CCN(CC)CCCNC(=O)c1cc(-c2ccc(O)cc2)on1	17%	7%	8%	10%	2%	4%	-5%	0%	14%
Cn1c(NC(=O)C2CC2)cc(=O)n(C)c1=O	14%	-8%	-4%	-5%	1%	-20%	2%	-3%	0%
O=[N+]([O-])c1cc(Cl)ccc1NCCNS(=O)(=O)c1ccccc1	?	1%	-7%	-17%	?	0%	-8%	2%	?
O=C(CSc1nnc(-c2c[nH]c3ccccc23)o1)N1c2ccccc2CCc2ccccc21	?	?	?	2%[9.24 µM]	-19%	-16%	-6%	-1%	0%
OCCN1CCN(C(=S)c2ccc(Br)cc2)CC1	-15%	4%	-1%	-4%	-1%	14%	-1%	0%	26%
Cc1cccc(NC(=O)C2(C)CC3c4ccccc4C2c2ccccc23)c1C (stereo not given)	7.3µM*	?	3%	4%	10%	22%	-83%[inhibitor]	-14%	10µM*
Cc1ccc(S(=O)(=O)N(CCC(=O)Nc2ccc(OC(F)(F)F)cc2)c2ccccc2)cc1	1%	-8%	-16%	-9%	-16%	-28%	2%	8%	?
Cc1ccc(Cn2ccn(Cc3ccccc3C)c(=O)c2=O)cc1	-8%	-1%	nt	nt	1%	3%	nt	nt	5%
Cc1cc(C(=O)C(C)Sc2cccc[n+]2[O-])c(C)n1-c1ccc(Cl)cc1 (stereo not given)	21µM*	?	?	23µM*	?	?	-1%	5%	?
Fc1ccc(Nc2nc(-c3cccnc3)cs2)cc1	-17%	-4%	-10%	-13%	3%	25%	-3%	18%	?
Cc1cc(=O)[nH]c(SCC(=O)N2CCCCC2)n1	?	2%	-4%	-1%	6%	-10%	-3%	0%	10%
COc1c2ccoc2nc2c(OC)c(O)ccc12	-9%	-14%	28%	1%	2%	6%	-8%	-7%	24%
CSc1cccc(NC(=O)COC(=O)C2CCN(S(=O)(=O)c3ccccc3)CC2)c1	-7%	?	-5%	-1%	1%	29%	?	-2%	1%
Cc1csc2nc(CCNS(=O)(=O)c3ccc4c(c3)OCCO4)cn12	?	-4%	0%	8%	-2%	12%	-10%	-2%	21%
CC1CCCCN1CCCNC(=O)c1cc(Br)c(Br)[nH]1 (stereo not given)	28%	6%	-19%	-11%	-11%	nt	-7%[1.84 µM]	-5%	?
CN(C(=S)NCCN1CCOCC1)C(c1ccccc1)c1ccccc1	?	-4%	-14%	-5%	-22%	8%	9%	7%	-36%
Cc1c(-n2c(SCC(=O)NC(C)C(C)C)nc3ccccc3c2=O)c(=O)n(-c2ccccc2)n1C (stereo not given)	28%	13%	-3%	16%	-3%	-26%[9.22 µM]	2%	12%	16%

Reprinted at random: 4 compounds from above.
SMILES	KB-V1 MDR tox	KB-3-1 cytotox	HT1080NT lethal	HT1080 IDH1KD tx	HEK293 tox	TDP-43 yeast inh	SW480 rerep	GLP1R ag	GLP-1R inv ag
O=C(CSc1nnc(-c2c[nH]c3ccccc23)o1)N1c2ccccc2CCc2ccccc21	?	?	?	2%[9.24 µM]	-19%	-16%	-6%	-1%	0%
Cc1cc(=O)[nH]c(SCC(=O)N2CCCCC2)n1	?	2%	-4%	-1%	6%	-10%	-3%	0%	10%
CCOCCCNC(=S)Nc1cc(OCC)c(NC(=O)c2ccco2)cc1OCC	-16%	-1%	15%	3%	11%	-11%	-2%	9%	11%
Fc1ccc(Nc2nc(-c3cccnc3)cs2)cc1	-17%	-4%	-10%	-13%	3%	25%	-3%	18%	?

Next part.
SMILES	KB-V1 MDR tox	KB-3-1 cytotox	HT1080NT lethal	HT1080 IDH1KD tx	HEK293 tox	TDP-43 yeast inh	SW480 rerep	GLP1R ag	GLP-1R inv ag
O=C(CSCc1ccc(Cl)cc1)N/N=C/c1ccccc1	-16%	-6%	-10%	-6%	13%	24%	3%	16%	?
O=C(CN1C(=O)NC(CCc2ccccc2)C1=O)Nc1ccc(F)c(F)c1F (stereo not given)	0%	3%	-5%	1%	1%	-11%	-24%	-5%	?
O=C(NC1CCSC1=O)c1ccc(Oc2cccc(C(F)(F)F)c2)nc1 (stereo not given)	1%	0%	-15%	-13%	1%	-3%	-9%	2%	?
CCOC(=O)NC(=O)/C(N=Nc1cccc(C(F)(F)F)c1)=C(\C)O	19%	-29%	0%	1%	-1%	-6%[9.22 µM]	-6%	11%	-13%
Cc1cc(C(C)(C)C)ccc1OCCN(C)C	12%	3%	3%	1%	19%	-4%	2%	-1%	16%
O=C(N/N=C/c1ccccc1O)C1CCCC1	0%	?	-16%	23µM*	?	3%	4.6µM*	1%	-30%
O=C1C=C(c2cccc(Br)c2)C[C@@H](c2ccc3c(c2)OCO3)C1	5%	-1%	1%	-7%	8%	11µM*	-3%	15%	6%
COc1ccc(C)cc1NC(=O)CCC(=O)Nc1ccc2nc(N3CCN(C)CC3)cc(C)c2c1	?	?	?	?	-17%	0%	?	5%	0%
Cc1ccc(S(=O)(=O)N2CCCCC2)cc1NC(=O)COC(=O)c1ccc(O)cc1	-1%	17%	-22%	-13%	0%	-2%[9.22 µM]	-41%[inhibitor]	9%	?
CCOc1ccc(OCC)c(NC(=O)c2nnn(Cc3cc(Br)ccc3OC)c2N)c1	7%	3%	nt	nt	-1%	17%	nt	0%	?
CC1(C(=O)N2Cc3ccccc3C2)CCN1C(=O)C1(c2ccccc2)CC1 (stereo not given)	-7%	0%	22%	2%	1%	25%	nt	-2%	-27%
Cc1cc(C)c(NC(=O)CS(=O)CC(=O)Nc2ccc(F)cc2F)c(C)c1 (stereo not given)	-2%	-6%	-2%	-2%	7%	-3%	1%	-4%	-5%
CCCc1nc2sc3c(c2c(=O)n1NC(=O)CCCl)CCCC3	?	23µM*	-24%	?	?	-24%	?	-20%	?
COc1ccccc1-c1nn(Cc2ccccc2)cc1C(=O)NCC(c1ccco1)N1CCCC1 (stereo not given)	0%	6%	28%	3%	0%	8%	-22%	3%	?
CC(=O)Nc1cccc(NC(=O)CSc2ccc3nnc(CCNC(=O)c4ccccc4)n3n2)c1	-10%	0%	0%	6%	5%	13%	2%	-4%	0%
Cc1ccc(NC(=O)c2cc(S(=O)(=O)N3CCCCC3)ccc2N2CCOCC2)cc1F	-6%	-1%	-7%	-2%	-6%	-7%	-6%	-4%	-20%
COc1ccc(C2C=C(c3cccc(OC)c3)Nc3c(C(=O)Nc4ccccc4)cnn32)cc1 (stereo not given)	-3%	-4%	nt	nt	104%[activator]	19%[9.22 µM]	nt	nt	?
OCC1(c2cc(C(F)(F)F)n[nH]2)CCCCC1	-25%	3%	2%	-5%	2%	-1%	2%	13%	2%
COCCCN(C(=S)Nc1cc(C)cc(C)c1)C(C)c1ccncc1 (stereo not given)	?	10%	-2%	-2%	41%[activator]	-3%	nt	21%	-12%
COc1ccccc1N1CCN(C(=O)CSc2nnc(C)n2C2CC2)CC1	?	2%	0%	-10%	0%	14%	-8%	-9%	4%
O=C(NNC(=O)c1ccncc1)Nc1ccc([N+](=O)[O-])cc1	15%	14%	3%	-20%	-2%	-4%	1%	5%	6%
Cc1cccc(NC(=O)CNC(=O)CN2C(=O)NC3(CCCCC3C)C2=O)c1C (stereo not given)	1%	1%	0%	-7%	-2%	13%	-4%	5%	10%
COc1ccc(C(=O)/C=C/C(=O)N(Cc2ccc3c(c2)OCO3)C(C(=O)NC2CCCCC2)c2ccncc2)c(O)c1 (stereo not given)	2.1µM*	?	-10%	?	8%	?	?	-14%	?
Cc1ccc(S(=O)(=O)N=S(CCO)CCO)cc1	10%	18%	17%	16%	1%	-1%	?	-6%	34%[activator]
O=C(CN1C(=O)c2ccccc2S1(=O)=O)Nc1ccon1	-2%	4%	1%	2%	6%	-1%	4%	-8%	10%

Other records.
SMILES	KB-V1 MDR tox	KB-3-1 cytotox	HT1080NT lethal	HT1080 IDH1KD tx	HEK293 tox	TDP-43 yeast inh	SW480 rerep	GLP1R ag	GLP-1R inv ag
CCc1ccccc1S(=O)(=O)c1c(C)cc(C)nc1Cl	19%	-1%	6%	2%	2%	27%	-14%	-6%	?
COc1cc(NC(=O)c2ccccc2)c(OC)cc1NC(=O)CN1CCCCC1	-23%	2%	-3%	-1%	-5%	-1%	-1%[9.22 µM]	?	5µM*
COc1ccc(C(=O)N2CCC(NC(=O)C(Cc3ccccc3OC)NC(C)=O)CC2)cc1 (stereo not given)	4%	8%	15%	9%	-1%	8%	-11%	0%	6%
Cc1ccccc1NC(=O)NC(N)=O	0%	4%	-3%	1%	3%	-3%	-5%	4%	18%
O/N=C/CCn1c(=S)sc2ccccc21	?	7%	?	?	4%	-12%	?	-3%	-5%
O=[N+]([O-])c1ccc(C=NN=Cc2ccc([N+](=O)[O-])cc2)cc1	28%	-2%	14%	11%	-4%	-9%	18%	3%	0%
